DNA Pol III inh – inhibitors of bacterial DNA polymerase III holoenzyme | reconstituted DNA polymerase III holoenzyme replication, biochemical | Potency, µM (top dose mostly 57.1 µM), without a hit: top-dose activity change, negative = inhibition | actives 0.25% (n = 71,000); note: potency is the fitted concentration of half-maximal effect; % is set by controls: 0 for no effect and ±100 for the full control effect
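Reconstituted *E. coli* holoenzyme (0.35 nM Pol III, 1 nM beta, 154 nM SSB, 2 nM primase) was preincubated with compound for 15 min at RT. Synthesis on 1.4 nM ssM13Gori ran 35 min, then was stopped with PicoGreen/EDTA and read as dsDNA fluorescence.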
ERK AVP block – vasopressin-driven ERK pathway inhibition; HEK293-V1b, vasopressin-stimulated pERK AlphaScreen; Potency, µM (doses to about 57.5 µM), without a hit: at the top dose activity, negative = inhibition, usual class: inhibitors; actives 0.99% (n = 72,000); AID 995; note: potency is the fitted concentration of half-maximal effect; % is set by controls: 0 for no effect and ±100 for the full control effect; nearly all actives have a fitted effect of over 55% in size
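V1b-HEK293 cells; cpd 30 min 37C; 25 nM vasopressin 5 min; lyse 10 min; AlphaScreen beads 5 hr RT. Normalized to DMSO basal and 25 nM vasopressin; AC50 by Hill fit.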
Rhodamine fluor – compound fluoresces in the rhodamine spectral region; Rhodamine-region fluorescence, 547/598 nm, Tris buffer; active compounds read high; AID 594; max dye-equivalent concentration, M; actives 0.05% (n = 59,000); in the data active = max dye-equivalent concentration above about 11 nM; inconclusive = between about 1.1 nM and that limit
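qHTS spectral profiling of compounds without any target or enzyme present, in pH 8.0 Tris buffer; plates were read after a 15-minute room-temperature incubation using the rhodamine-region filter set.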
HADH2 inhib – inhibitors of human HADH2 dehydrogenase; Potency, µM (top dose mostly 57.1 µM), inactives show at the top dose activity change, negative = inhibition, hits mostly inhibitors; recombinant HADH2, NADH fluorescence, beta-hydroxybutyryl-CoA; AID 886; actives 3.4% (n = 73,000); Q99714; note: potency is the fitted concentration of half-maximal effect; % is set by controls: 0 for no effect and ±100 for the full control effect; nearly all actives have a fitted effect of over 60% in size; many of its hits are not listed in these tables
Target sequence (Q99714 whole entry, looked up, one chain of several): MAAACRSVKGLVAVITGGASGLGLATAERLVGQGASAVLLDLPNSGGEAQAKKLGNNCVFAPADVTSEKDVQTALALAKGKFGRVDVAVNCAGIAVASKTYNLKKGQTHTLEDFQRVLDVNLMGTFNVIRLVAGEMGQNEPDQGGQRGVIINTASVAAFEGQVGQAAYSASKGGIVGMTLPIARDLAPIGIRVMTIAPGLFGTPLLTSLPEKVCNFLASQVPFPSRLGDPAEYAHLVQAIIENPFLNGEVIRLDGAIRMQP
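NADH fluorescence (ex 360/em 450 nm) read every 30 s for 4 min; activity taken as last-minus-first time point difference. Enzyme 20 nM, NAD+ 1 mM, beta-hydroxybutyryl-CoA 90 uM, pH 9.0 Tris buffer.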
Tau filament bind – binders of human tau filaments; AID 596; recombinant tau filaments, thioflavin S fluorescence, 15 h; filaments grown with octadecylsulfate alongside compound; Potency, µM (highest dose often 57.1 µM), for inactives: at the top dose activity change, negative = inhibition; actives 2% (n = 71,000); P10636;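 note: potency is the fitted concentration of half-maximal effect; % is set by controls: 0 for no effect and ±100 for the full control effect; actives lower thioflavin S fluorescence by blocking filaments or displacing dye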
Target sequence (P10636 whole entry, looked up): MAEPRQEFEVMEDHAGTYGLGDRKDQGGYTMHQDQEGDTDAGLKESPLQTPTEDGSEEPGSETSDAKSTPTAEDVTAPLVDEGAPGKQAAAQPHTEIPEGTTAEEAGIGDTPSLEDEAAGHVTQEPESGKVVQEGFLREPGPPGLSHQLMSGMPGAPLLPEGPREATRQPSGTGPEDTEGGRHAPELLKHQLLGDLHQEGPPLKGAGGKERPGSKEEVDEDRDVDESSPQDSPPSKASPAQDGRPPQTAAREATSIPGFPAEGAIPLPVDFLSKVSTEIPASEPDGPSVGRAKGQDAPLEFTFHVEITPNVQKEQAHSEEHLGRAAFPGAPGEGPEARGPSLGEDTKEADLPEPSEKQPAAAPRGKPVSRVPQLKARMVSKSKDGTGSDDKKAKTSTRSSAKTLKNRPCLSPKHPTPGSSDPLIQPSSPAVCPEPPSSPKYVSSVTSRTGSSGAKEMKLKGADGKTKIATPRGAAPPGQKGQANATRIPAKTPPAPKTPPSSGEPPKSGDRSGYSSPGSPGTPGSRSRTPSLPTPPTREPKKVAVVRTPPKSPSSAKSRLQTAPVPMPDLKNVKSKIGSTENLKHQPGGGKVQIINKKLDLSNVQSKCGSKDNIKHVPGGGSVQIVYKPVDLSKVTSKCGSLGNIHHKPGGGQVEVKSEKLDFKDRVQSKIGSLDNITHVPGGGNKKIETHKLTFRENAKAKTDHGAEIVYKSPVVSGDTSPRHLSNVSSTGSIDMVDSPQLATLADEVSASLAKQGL
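Thioflavine S fluorescence (ex 450, em 510 nm) reports filaments formed from 1 uM human tau plus 30 uM ODS over 15 h at 37 C (10 mM HEPES pH 7.4, 100 mM NaCl, 5 mM DTT); compounds displacing dye or blocking filaments lower signal.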
CRE-bla Fsk – alters forskolin-stimulated CRE reporter signaling in CHO cells. CHO CRE-bla reporter (cAMP response element driving beta-lactamase), forskolin EC10, beta-lactamase ratio. Potency, µM (titrated, usually from 38.2 µM), for the others: at the top dose activity change, negative = inhibition, most hits filed as activators. actives 2.5% (n = 71,000); active = well fitted activation curve with a large enough effect in the signal ratio, with a control signal flat, not every such curve was filed as active; inconclusive = small, poorly fitted or top-dose-only effect, or effect the other way, or a change in a side signal; the % refers to the signal ratio; note: potency is the fitted concentration of half-maximal effect; % of control where 0% means no effect
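Reporter-gene assay: CHO cells with beta-lactamase behind cAMP responsive elements, co-treated with compound and EC10 NKH 477 for 3 hours at 37 degrees Celsius. Activity came from the 460/530 nm CCF4 emission ratio.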
ALOX15 inhib – blocks human 15-lipoxygenase activity; Potency, µM (doses to about 57.1 µM), without a hit: at the top dose activity change, negative = inhibition, most hits filed as inhibitors; actives 1.4% (n = 74,000); P16050; purified 15hLO-1, xylenol orange hydroperoxide absorbance; note: potency is the fitted concentration of half-maximal effect; % is set by controls: 0 for no effect and ±100 for the full control effect; nearly all actives have a fitted effect of over 55% in size
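Inhibition is scored from a chromogenic endpoint. After 15 min enzyme-compound contact, arachidonic acid (50 uM final) reacts 6 min with 40 nM 15hLO-1 at room temperature, then Fe-XO reagent is added for 30 min and absorbance ratio recorded.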
Hsp90 Hop PPI – changes Hsp90-Hop TPR2A binding signal, up or down | AlphaScreen TPR2A-His6 binding biotin-Hsp90 C-terminal peptide | Potency, µM (series often up to 57 µM), inactives show at the highest dose activity change, negative = inhibition | actives 0.44% (n = 71,000) | AID 595; active = well fitted curve in either direction with a large enough effect; inconclusive = small, poorly fitted or top-dose-only effect, or another doubt; note: potency is the fitted concentration of half-maximal effect; % is set by controls: 0 for no effect and ±100 for the full control effect; many of its hits are not listed in these tables
HBB splicing – alters splicing of the hemoglobin beta chain. HBB splicing reporter cell assay, activation; EGFP reporter with mutant IVS2-654 intron; response scale: normalised to 500 nM splice-correcting PNA. Potency, µM (highest dose often 46.1 µM), for the others: at the top dose activation, hits mostly activators. actives 0.06% (n = 65,000). AID 925; note: potency is the fitted concentration of half-maximal effect; 0% is about no effect
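Compounds were applied for 2 days to HeLa EGFP-654 cells, 500/well in Optimem with 2% FCS. The reporter's EGFP is disrupted by mis-splicing of beta-globin intron IVS2-654. Readout: summed well GFP fluorescence from 488 nm laser scanning; reference was 500 nM antisense […] 654 PNA.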
FLuc inh – firefly luciferase inhibition. actives 2.2% (n = 72,000). purified firefly luciferase, luminescence, 8 min. P08659. Potency, µM (doses to about 57.1 µM), for the others: top-dose activity change, negative = inhibition, hits mostly inhibitors; note: potency is the fitted concentration of half-maximal effect; % is set by controls: 0 for no effect and ±100 for the full control effect; nearly all actives have a fitted effect of over 40% in size
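Luminescence read-out after 8 min at room temperature; enzyme reaction used luciferin plus 10 uM ATP (linear range) in imidazole buffer pH 7.2 with KCl, MgCl2, Tween 20 and BSA. Each sample was run as a titration.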
Texas Red fluor – compounds fluorescent in Texas Red spectral region. Compound fluorescence, Texas Red channel, 547/618 nm; active compounds read high. max dye-equivalent concentration, M. actives 0.06% (n = 59,000); in the data active = max dye-equivalent concentration above about 10 nM; inconclusive = between about 1.1 nM and that limit
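Fluorescence at ex 547/em 618 nm, normalized against an on-plate Texas Red standard series to give dye-equivalent concentration per compound concentration. Buffer 100 mM Tris, pH 8.0; 15 min RT incubation before CCD imaging.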
* hit, by the source's call; i = inactive; ? = inconclusive; . = no result given; [ ] = remark or other dose. Unless noted, calls come from the whole dose curve; as a rule, active = well fitted curve in the direction sought with a large enough effect; inconclusive = small, poorly fitted or top-dose-only effect, or another doubt; inactive = no such curve, though single readings can be large; an effect the other way counts as inactive or inconclusive. Only part of the results is shown; the hit share may differ from the screen's.

SMILES	DNA Pol III inh	ERK AVP block	Rhodamine fluor	HADH2 inhib	Tau filament bind	CRE-bla Fsk	ALOX15 inhib	Hsp90 Hop PPI	HBB splicing	FLuc inh	Texas Red fluor
CC(=O)C1=C(O)CCC1=N	-10.2%	-3.7%	i	-0.5%	5.3%	-18.9%	-7.8%	-3.9%	3.1%	0.0%	?
O=C(NC1=NCCS1)c1cccs1	3.8%	1.5%	i	-0.9%	2.8%	-10.9%	-19.5%	-3.3%	.	-0.2%	i
CC(C)c1nnc(NC(=O)CCC(=O)NCc2ccc3c(c2)OCO3)s1	-2.7%	-20.4%	i	13.1%	2.7%	6.3%	7.9%	-3.5%	?	3.2%	i
O=C(O)CCC(=O)N1CCN(c2ccccn2)CC1	-7.5%	-14.3%	i	?	3.1%	?	4.3%	2.0%	-0.2%	1.9%	?
CCOc1cccc(-c2nn3c(-c4cc(C)[nH]n4)nnc3s2)c1	-4.1%	-13.0%	i	11.8%	20.3%	24.3%	0.3%	-3.7%	-2.1%[1.84 µM]	4.0%	i
COc1ccccc1NC(=O)Cn1nnc(-c2ccccc2NC(=O)c2ccco2)n1	-7.0%	-14.0%	i	-5.8%	-13.0%	?	-6.7%	1.8%	0.2%[57.5 µM]	-1.0%	i
Cc1c(NC(=O)c2ccc(COc3ccc4ccccc4c3)o2)c(=O)n(-c2ccccc2)n1C	-6.0%	-15.8%	i	5.0%	11.2%	-18.5%	1.7%	-7.2%	-0.4%	-3.2%	i
Cc1[nH]nc2c1C1(CCOC1C)C(C#N)=C(N)O2 (stereo not given)	-5.0%	1.1%	i	-9.1%	-12.6%	-13.8%	1.4%	-4.1%	-0.4%	4.0%	i
Cc1ccc(C)n1C(Cc1ccccc1)C(=O)O (stereo not given)	?	7.8%	i	?	28.1%	-4.1%	-29.7%	-9.6%	-0.9%	0.1%	i
CN(C)c1ccc(/C=[N+](\[O-])C2SC(=S)N(C)C2(C)C)cc1 (stereo not given)	-11.5%	-10.4%	i	-10.7%	-0.8%	3.3%	2.1%	0.4%	-2.6%[0.369 µM]	0.5%	i
CCN(CC)S(=O)(=O)c1ccc2oc(SCC3CN=C(c4ccc(OC)cc4)S3)nc2c1 (stereo not given)	2.1%	-19.0%	i	?	-23.5%	39.2%	-11.4%	-2.3%	2.9%	-0.1%	i
CC1=C(C(=O)Nc2ccccc2)C(c2ccc(N(C)C)cc2)NC(=O)N1 (stereo not given)	-7.0%	-1.1%	i	-18.8%	14.7%	-25.2%	-10.8%	-7.0%	0.4%	0.7%	i
CCOC(=O)C(C)(C)C(=O)C(C)(C)C(O)c1ccccn1 (stereo not given)	-1.4%	-14.5%	i	11.6%	-2.4%	-6.0%	9.3%	-0.8%	4.2%[0.369 µM]	1.7%	i
COCCn1c(=O)c(CCc2ccccc2)nc2cnc(N(C)C)nc21	-4.8%	5.2%	i	-7.1%	300.7%	6.31µM*	-3.4%	20.5%	1.4%	0.4%[11.4 µM]	i
CC(=O)NC(Cc1ccccc1)C(=O)N1CCN(C(=O)c2ccco2)CC1 (stereo not given)	0.2%	0.3%	i	11.2%	7.4%	-0.4%	7.3%	-0.6%	0.2%[57.5 µM]	-1.2%	i
Cc1ccc(-c2cc(C(=O)NCc3ccccn3)no2)cc1	-1.4%	-8.3%	i	0.3%	-17.3%	1.3%	16.5%	-0.2%	0.2%	-2.5%	i
COc1cc(/C=C(\C#N)C(=O)c2ccc(O)c(O)c2)cc(I)c1O	-15.2%	?	i	2.51µM*	-3.8%	-7.1%	1µM*	?	2.7%	-1.6%	i
O=C(CN1CCN(S(=O)(=O)c2ccccc2)CC1)Nc1ccc2c(c1)OCO2	2.7%	11.6%	i	3.3%	-3.0%	0.7%	6.6%	-2.2%	-0.1%[57.5 µM]	0.6%	i
Cn1c(=O)c2c(nc(Cc3ccccc3)n2CC(=O)O)n(C)c1=O	4.8%[11.4 µM]	6.4%[11.5 µM]	i	6.9%[11.4 µM]	-7.2%[11.4 µM]	-12.0%[7.6 µM]	4.3%[11.4 µM]	-2.6%[11 µM]	-2.6%[9.22 µM]	0.8%[11.4 µM]	?
CN(CC(=O)N1CCCCC1)S(=O)(=O)c1cccc2cccnc12	-8.2%	-6.9%	.	9.0%	17.0%	-10.9%	3.0%	-3.4%[2.3 µM]	-0.6%	0.3%	.
O=C1OCCC1Sc1ncnc2sccc12 (stereo not given)	-4.5%	-15.5%	i	?	-4.8%	5.2%	1.2%	-0.2%	1.3%	3.7%	i
Cc1noc(C)c1C(=O)N1CCC2(CCCN(Cc3nccs3)C2)CC1	-2.5%	4.8%	i	10.1%	1.5%	-3.9%	-0.6%	6.2%	2.5%	1.4%[11.4 µM]	i
Cc1cccc(-n2c(N)cc(=O)nc2SCC(=O)Nc2ccccc2)c1	8.5%	5.1%	i	10.2%	6.0%	?	14.1%	-8.2%	-0.3%	-1.6%	i
Fc1cccc2sc(Nc3nnc(-c4ccco4)o3)nc12	-8.2%	25.4%	i	?	-4.5%	9.4%	7.2%	-6.0%	-1.1%	25.1µM*	?
Cc1ccc(C)c(N2CCN(C(=O)CCNC(=O)Cn3ccc4ccccc4c3=O)CC2)c1	1.4%	24.4%	i	4.7%	7.0%	?	10.1%	-0.3%	-2.1%	0.3%	i
CCC(C)NC(=O)C1CCN(S(=O)(=O)c2cccnc2)CC1 (stereo not given)	-4.6%	8.4%	i	9.5%	-1.6%	?	4.0%	-5.9%	4.3%	1.9%	i
CC1COC(c2cccn2Cc2ccccc2Cl)=N1 (stereo not given)	7.7%	14.2%	i	-0.7%	-14.3%	-3.3%	-9.5%	-4.5%	1.1%	1.2%	i
COCCCn1c(C2CCCCC2)nc2oc3cc(OC)ccc3c(=O)c2c1=O	-3.2%	31.7%	i	-4.1%	-8.5%	20.9%	11.0%	?	7.1%[0.369 µM]	3.5%	i
CCc1nnc(SCc2ccc(C(=O)OC)o2)n1N	1.2%	3.2%	i	-7.1%	-3.4%	2.5%	6.4%	2.2%	.	-0.3%	i
Cc1ccc(Cn2ccc(NC(=O)c3noc4c3CCCC4)n2)cc1	-6.8%	12.6%	i	13.0%	10.0%	-4.1%	-13.4%	-1.0%	0.3%	-4.5%	?
O=C(Nc1ccc(NC(=O)C2CCCCC2)cn1)c1ccco1	-3.3%	-17.1%	i	1.7%	10.6%	-2.0%	-5.1%	-3.7%	.	5.01µM*	i
NC(=O)c1nsc(C(=O)N(CCc2ccccc2)C(C(=O)NC2CCCC2)c2ccco2)c1N (stereo not given)	-3.3%	12.1%	i	-1.1%	-5.4%	0.9%	-7.8%	-4.5%	.	2.9%	i
Cc1ccc2c(c1)N(CCC(=O)NCc1ccccn1)C(=O)CO2	1.5%	14.1%	i	0.3%	-0.3%	-8.1%	41.0%[activator]	?	0.0%	0.3%	i
N#Cc1c2c(c(NCCCN3CCOCC3)n3c1nc1ccccc13)CCC2	-8.6%	-14.5%	i	?	i	19.7%	-0.7%	0.5%	.	-3.1%	i
CC(=O)Nc1nc2c(ncn2COCCOC(C)=O)c(=O)[nH]1	5.2%	-14.5%	i	8.2%	0.2%	-1.5%	8.4%	-1.3%	.	-1.4%	i
CC1(C)CC(=O)C=C(NCc2ccco2)C1	0.7%	4.2%	i	4.5%	7.3%	-6.5%	4.7%	-1.2%	-2.4%	0.3%	?
COc1ccccc1S(=O)(=O)Cc1ccc(C(=O)NC2CCCCC2)o1	-0.1%	-2.8%	i	7.3%	-5.8%	-3.2%	-2.9%	-2.6%	4.8%[1.84 µM]	2.4%	?
Cc1ccc(S(=O)(=O)NC2(C(F)(F)F)C(=O)Nc3c2c(=O)n(C)c(=O)n3C)cc1 (stereo not given)	-1.0%	?	i	-4.0%	-5.8%	-7.9%	5.6%	0.2%	0.0%	0.2%	i
CCOC(=O)N1CCC(NC(=O)c2cc(-c3ccc(F)cc3)[nH]c2C)CC1	-0.6%	3.1%	i	2.7%	26.6%	?	-3.9%	-15.5%	-0.7%	-0.2%	i
CCCCOc1ccccc1Cn1c(=O)oc2ccc(C)cc21	0.9%	49.8%[activator]	i	4.0%	-11.2%	0.2%	-5.5%	?	-1.8%	1.4%	?
COc1ccccc1C(=O)Nc1ccccc1C(=O)N1CCCC1	-1.9%	-15.4%	i	5.5%	-1.7%	8.3%	11.6%	-0.9%	-1.6%	0.5%	?
